Assay outcomes as filed in PubChem.
AmpC inh det: Promiscuous and Specific Inhibitors of AmpC Beta-Lactamase (assay with detergent) | P00811 | purified AmpC, nitrocefin hydrolysis with detergent | Potency, µM (top dose mostly 28.7 µM), for the others: at the highest dose activity change, negative = inhibition | hit rate 0.09% among 71,000; active means well fitted curve in the direction sought with a large enough effect
Target sequence (P00811 whole entry, looked up): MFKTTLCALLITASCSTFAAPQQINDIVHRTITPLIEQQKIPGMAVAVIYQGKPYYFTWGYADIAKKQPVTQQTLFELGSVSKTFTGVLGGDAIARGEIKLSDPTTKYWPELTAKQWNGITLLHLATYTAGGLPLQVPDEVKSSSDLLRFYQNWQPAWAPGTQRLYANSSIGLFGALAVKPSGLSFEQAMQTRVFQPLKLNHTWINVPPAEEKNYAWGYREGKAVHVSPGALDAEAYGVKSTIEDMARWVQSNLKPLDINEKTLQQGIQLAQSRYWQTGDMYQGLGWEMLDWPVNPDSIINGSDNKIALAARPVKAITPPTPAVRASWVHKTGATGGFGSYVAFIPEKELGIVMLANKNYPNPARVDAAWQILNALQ
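E. coli AmpC (5.3 nM) in 20 mM phosphate pH 7.0 with 0.01% Triton X-100, preincubated 15 min RT with compound; nitrocefin (2 uL of 800 uM stock) hydrolysis followed by 480 nm absorbance every 20 s over 4 min.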
* marks the source's active call; other numbers are inactive results; & = joins results of further samples; [ ] = another dose, or the depositor's remark. On the % scale 0 is the no-effect control and ±100 the full control effect; potency means the concentration at half of the fitted maximal effect. A portion of the library; count on the stated rates, not on these rows.

A first look (5 entries):
CN(C)C(=O)c1ccc(-c2ccc3ncnc(Nc4ccc(F)cc4)c3c2)cc1 was read as AmpC inh det 8%.
COC(=O)[C@@H]1C[C@@H]1[C@@H](NP(=O)(c1ccccc1)c1ccccc1)c1ccccc1 was read as AmpC inh det 2%.
COc1ccc(CCNC2CC(=O)N(CCc3ccccc3)C2=O)cc1OC (configuration not stated) was read as AmpC inh det -2%.
Screening COc1ccccc1C1C=C(c2ccc(Cl)cc2)Nc2nc(NS(C)(=O)=O)nn21 (configuration not stated) returned AmpC inh det -3%.
Screening O=C(Nc1ccc2c(c1)OCO2)N1CCN(c2cccc(C(F)(F)F)c2)CC1 returned AmpC inh det -5%.

All compounds of this part, from the first entry:
CN(C)C(=O)c1ccc(-c2ccc3ncnc(Nc4ccc(F)cc4)c3c2)cc1 was read as AmpC inh det 8%.
COC(=O)[C@@H]1C[C@@H]1[C@@H](NP(=O)(c1ccccc1)c1ccccc1)c1ccccc1 was read as AmpC inh det 2%.
COc1ccc(CCNC2CC(=O)N(CCc3ccccc3)C2=O)cc1OC (configuration not stated) was read as AmpC inh det -2%.
Screening COc1ccccc1C1C=C(c2ccc(Cl)cc2)Nc2nc(NS(C)(=O)=O)nn21 (configuration not stated) returned AmpC inh det -3%.
Screening O=C(Nc1ccc2c(c1)OCO2)N1CCN(c2cccc(C(F)(F)F)c2)CC1 returned AmpC inh det -5%.
Screening CCOc1cccc(C2NCc3ccccc3-n3cccc32)c1O (configuration not stated) returned AmpC inh det -4%.
COc1ccc(Oc2ncc3nc(-c4cn(C)c5ccccc45)c(=O)n(C)c3n2)cc1 was read as AmpC inh det 0%.
For C=CCNC(=O)C1CCN(S(=O)(=O)c2ccc(Br)cc2)CC1 the results were AmpC inh det 8%.
For Cn1cc(Cl)c(C(=O)NC2CCCCCC2)n1 the results were AmpC inh det -3%.
For Cc1ccc2cc(C(c3nnnn3C3CCCC3)N3CCN(c4ccccc4)CC3)c(=O)[nH]c2c1 (configuration not stated) the results were AmpC inh det -6%.
For CCN(CC)c1ccc2c(Cl)c(Br)c(=O)oc2c1 the results were AmpC inh det 8%.
`CCc1ccc(C(=O)N2CCCC2)s1` gave AmpC inh det -4%.
Screening COc1ccc(CC(=O)Nc2c3c(nn2-c2cccc(C)c2C)CS(=O)(=O)C3)cc1 returned AmpC inh det 1%.
Screening Cc1csc(=Nc2ccc(S(=O)(=O)N3CCOCC3)cc2)n1Cc1ccco1 returned AmpC inh det -2%.
CC(C)C(C(=O)Nc1cccnc1)N1C(=O)c2ccccc2C1=O (configuration not stated) was read as AmpC inh det -1%.
Screening COC(=O)c1[nH]c2cc(OC)c(OC)cc2c1NC(=O)CN1CCN(Cc2ccccc2)CC1 returned AmpC inh det -4%.
Screening C=CCSc1nnc(Cc2c(C)[nH]c3ccccc23)o1 returned AmpC inh det 5%.
For COc1cc(C)nc(NS(=O)(=O)c2ccccc2)n1 the results were AmpC inh det -3%.
Screening COCCCNC(=O)C1CCCN(C(=O)Nc2ccc(OC)cc2)C1 (configuration not stated) returned AmpC inh det -3%.
For CC(=O)c1cc(C#N)c(SCC(=O)OC(C)(C)C)nc1C the results were AmpC inh det -6%.
O=C(c1cccc(OC(F)F)c1)N1CCN(c2ncccn2)CC1 was read as AmpC inh det -1%.
`OC1CCN(c2c3c(nc4cc(-c5cccc(F)c5)nn24)CCCC3)CC1` gave AmpC inh det -2%.
For CCn1c(=O)cc(SCC(=O)Nc2cccnc2)c2ccccc21 the results were AmpC inh det 12%.
For c1ccc2oc(C3=NCCN3)cc2c1 the results were AmpC inh det -1%.

A stretch taken from the entries so far:
Screening COc1ccc(CC(=O)Nc2c3c(nn2-c2cccc(C)c2C)CS(=O)(=O)C3)cc1 returned AmpC inh det 1%.
Screening Cc1csc(=Nc2ccc(S(=O)(=O)N3CCOCC3)cc2)n1Cc1ccco1 returned AmpC inh det -2%.
CC(C)C(C(=O)Nc1cccnc1)N1C(=O)c2ccccc2C1=O (configuration not stated) was read as AmpC inh det -1%.
Screening COC(=O)c1[nH]c2cc(OC)c(OC)cc2c1NC(=O)CN1CCN(Cc2ccccc2)CC1 returned AmpC inh det -4%.
Screening C=CCSc1nnc(Cc2c(C)[nH]c3ccccc23)o1 returned AmpC inh det 5%.

Additional results.
`FC(F)(F)c1cc(-c2ccccc2)nc(NCC2CCCO2)n1` (configuration not stated) gave AmpC inh det 24%.
Cc1cc(C)cc(OCC(=O)N2CCCCCC2)c1 was read as AmpC inh det -5%.
`COc1ccc(C(c2nnnn2C2CCCC2)N2CCC(C)CC2)cc1` (configuration not stated) gave AmpC inh det 11%.
Screening CCOC(=O)c1c(C)nc2c(C#N)cnn2c1C returned AmpC inh det 0%.
COC(=O)CSc1nnc(C2COc3ccccc3O2)n1-c1ccccc1 (configuration not stated) was read as AmpC inh det -1%.
`CC(C)C(c1nnnn1CC1CCCO1)N1CCN(Cc2ccc3c(c2)OCO3)CC1` (configuration not stated) gave AmpC inh det 6%.
Screening COc1ccc(-c2cc(C(=O)NCC(C)C)no2)cc1 returned AmpC inh det 3%.
Screening CCOc1ccccc1C(=O)Nc1ccccc1O returned AmpC inh det -6%.
Cc1ccc(C)c(S(=O)(=O)N2CCC(c3nc4c(nnn4Cc4ccc(F)cc4)c(=O)[nH]3)CC2)c1 was read as AmpC inh det -4%.
COc1ccc(-c2ccc(=O)[nH]n2)cc1 was read as AmpC inh det 1%.
C[N+]1(CCOS(=O)C23CC4CC(CC(C4)C2)C3)CCOCC1 (configuration not stated) was read as AmpC inh det -3%.
Screening Cc1cc(C)nc(N2CCC(CNC(=O)CCc3ccccc3)CC2)n1 returned AmpC inh det -4%.
`Cc1cccc(-c2nc(C#N)c(N3CCCCCC3)o2)c1` gave AmpC inh det -5%.
For O=C1CCC(c2ccc(-n3ccnc3)cc2)=NN1 the results were AmpC inh det -5%.
`O=C(Nc1ncnc2c1CCC2)C12CC3CC(CC(C3)C1)C2` gave AmpC inh det 15%.
`CC(=O)Nc1ccc(NS(=O)(=O)c2cn(C)c(=O)n(C)c2=O)cc1` gave AmpC inh det 9%.
For CC(C)(C)C1CCc2onc(C(=O)Nc3cnn(Cc4ccc(F)cc4)c3)c2C1 (configuration not stated) the results were AmpC inh det -2%.
NC(=O)CSc1nnc(C2CC2)n1Cc1ccccc1 was read as AmpC inh det 12%.
NCC[C@H](O)C(=O)N[C@H]1C[C@@H](N)[C@@H](O[C@H]2O[C@@H](CN)[C@@H](O)[C@@H](O)[C@@H]2N)[C@@H](O[C@H]2O[C@@H](CO)[C@@H](O)[C@@H]2O)[C@@H]1O was read as AmpC inh det 0%[12.8 µM].
Screening CCOc1ccc(-c2cc(CCCC(=O)NCc3ccco3)no2)cc1 returned AmpC inh det 9%.
`COc1ccc(C2C(CC(=O)O)=C(O)C(=O)N2c2ccccc2)cc1` (configuration not stated) gave AmpC inh det -1%.
COCN(C#N)c1nc(OC)nc(OC)n1 was read as AmpC inh det 4%.
Screening O=C(CN(C(=O)CCC(=O)Nc1nccs1)c1ccc(F)cc1)NCC1CCCO1 (configuration not stated) returned AmpC inh det 13%.
Screening C[C@H](OP(=O)(O)O)[C@H](N)C(=O)O returned AmpC inh det -3%[5.75 µM].
CCOC(=O)c1oc2c(O)c(O)ccc2c(=O)c1-c1nncn1-c1ccccc1 was read as AmpC inh det -2%.
For O=C(Nc1ccccn1)c1cccc(S(=O)(=O)N2CCOCC2)c1 the results were AmpC inh det 12%.
Screening CCCCC(CC)C(=O)Nc1ccc(Cl)cn1 (configuration not stated) returned AmpC inh det 13%.
For CCN1CCN(c2oc(COc3ccc(-c4ccccc4)cc3)nc2C#N)CC1 the results were AmpC inh det 15%.
`CCOC(=O)C(Cc1c[nH]c2ccccc12)NC(=O)c1ccco1` (configuration not stated) gave AmpC inh det 0%.
`Cc1cc2c(cc1C)/C(=C\C(N)=O)NC(C)(C)C2` gave AmpC inh det -4%.
Screening CCN1C(=O)CC(N2CCN(c3ccc(Cl)cc3)CC2)C1=O (configuration not stated) returned AmpC inh det 7%.
Screening CC1=C(CC[C@H](C)CO)O[C@@H]2C[C@@H]3[C@H]4CC[C@H]5C[C@@H](O)CC[C@]5(C)[C@@H]4CC(=O)[C@@]3(C)[C@@H]12 returned AmpC inh det -2%[5.75 µM].
CN1CCN(CC(=O)Nc2ccc(Cl)cc2C(=O)c2ccccc2)CC1 was read as AmpC inh det -1%.
Screening Cn1cnc2cc(NS(=O)(=O)c3ccc(Br)cc3)ccc21 returned AmpC inh det -3%.
`COc1cc(-c2nnc(SCC(=O)Nc3cc(C)on3)n2C)cc(OC)c1O` gave AmpC inh det 1%.
For CCCCN(CC)C(=O)C1CCC(=O)N(c2ccc(OC)cc2)C1c1ccc(OC)c(OC)c1 (configuration not stated) the results were AmpC inh det 3%.
For CCCN(CCC)S(=O)(=O)c1ccc(C(=O)NCc2ccc3c(c2)OCO3)cc1 the results were AmpC inh det 29%.
Cc1nc2cc(C(F)(F)F)ccc2n1C1CCN(Cc2nnnn2Cc2cccs2)CC1 was read as AmpC inh det -3%.
`O=C(CSc1nc(-c2ccccc2)cc(=O)[nH]1)Nc1ccccn1` gave AmpC inh det -3%.
`Cc1ccccc1N1CCN(Cc2cccc(C(=O)O)c2)CC1` gave AmpC inh det -3%.
`CCc1nnc(NC(=O)CSc2nnc(C)n2CC2CCCO2)s1` (configuration not stated) gave AmpC inh det 2%.
Screening Cc1ccc(C)c(NS(=O)(=O)c2cc(C(N)=O)ccc2C)c1 returned AmpC inh det -3%.
COc1cc2c(cc1OC)/C(=C/C#N)NC(C)(C)C2 was read as AmpC inh det -1%.
Screening N#Cc1cccc(NC(=O)Nc2cccs2)c1 returned AmpC inh det 1%.
Cc1ccc(NC(=O)Cn2cccc2)cc1Cl was read as AmpC inh det -5%.
For Cc1cc(N2CCN(C(=O)c3ccco3)CC2)n2ncc(-c3ccccc3)c2n1 the results were AmpC inh det 1%.
Screening Clc1ccc(Cl)c(Cl)c1Cl returned AmpC inh det 9%.
For Cc1cc(C(=O)NNCc2ccccc2)no1 the results were AmpC inh det -1%[12.8 µM].
For CC1CCN(c2ccc(C(=O)O)cc2)CC1 the results were AmpC inh det -2%.
Cc1cc(N2CCN(c3cccc(C(F)(F)F)c3)CC2)n2ncnc2n1 was read as AmpC inh det 4%.
For CCN(C(=O)c1cn(C)c(=O)c2cc(OC)c(OC)cc12)c1cc(C)ccc1C the results were AmpC inh det -5%.
Screening COC(=O)Nc1sc2c(c1C(=O)NCc1ccco1)CCC2 returned AmpC inh det -5%.
O=C1CC(O)(C(F)F)Oc2ccc3ccccc3c21 (configuration not stated) was read as AmpC inh det -4%.
For Clc1ccc(COC(Cn2ccnc2)c2ccc(Cl)cc2Cl)cc1 (configuration not stated) the results were AmpC inh det 9%.
For CN(CCC#N)C(=O)Cn1nc(Cc2ccncc2)c2ccccc2c1=O the results were AmpC inh det 11%.
CCOc1cc(C(=S)N2CCOCC2)ccc1O was read as AmpC inh det -2%.
`Cc1nc(N=Nc2ccc(S(=O)(=O)O)cc2S(=O)(=O)O)c(COP(=O)(O)O)c(C=O)c1O` gave AmpC inh det 0%&0%.
CC1Cc2cc(-c3csc(NC(=O)Cc4cccs4)n3)ccc2N1S(C)(=O)=O (configuration not stated) was read as AmpC inh det -3%.
For c1ccc(Nc2cc(Nc3ccccc3)[nH]n2)cc1 the results were AmpC inh det -5%.
Screening CC(CC(=O)O)CC(=O)Nc1ccccc1C(=O)O (configuration not stated) returned AmpC inh det -2%.

Among those listed so far, four contain a CF3 group.
Screening O=C(Nc1ccc2c(c1)OCO2)N1CCN(c2cccc(C(F)(F)F)c2)CC1 returned AmpC inh det -5%.
`FC(F)(F)c1cc(-c2ccccc2)nc(NCC2CCCO2)n1` (configuration not stated) gave AmpC inh det 24%.
Cc1nc2cc(C(F)(F)F)ccc2n1C1CCN(Cc2nnnn2Cc2cccs2)CC1 was read as AmpC inh det -3%.
Cc1cc(N2CCN(c3cccc(C(F)(F)F)c3)CC2)n2ncnc2n1 was read as AmpC inh det 4%.

The list goes on:
`COCCCn1c(SCC(=O)n2c(C)c(C)c3ccccc32)nnc1-c1ccoc1C` gave AmpC inh det -3%.
`N#Cc1nc(-c2cccs2)oc1N1CCN(Cc2ccccc2)CC1` gave AmpC inh det -3%.
Cc1nc(C)c(C(=O)Nc2cccc(Cl)c2)o1 was read as AmpC inh det -3%.
For O=C1c2ccccc2-c2nc3ncnn3c(-c3ccccc3)c21 the results were AmpC inh det -4%.
`COC(=O)c1ccc(N/C(C)=C/C(=O)c2ccc(C)o2)cc1` gave AmpC inh det -2%.
Screening COc1ccc(C2N(C(=O)CN3CCOCC3)CCN2S(=O)(=O)c2ccccc2)cc1 (configuration not stated) returned AmpC inh det 9%.
`Oc1c(C(c2ccccc2)N2CCCCC2)sc2ncnn12` (configuration not stated) gave AmpC inh det 16%.
For O=C(Nc1sc2c(c1C(=O)O)CCC2)c1cccs1 the results were AmpC inh det -4%.
CC(=O)NCCNc1nc(-c2cccnc2)nc2ccccc12 was read as AmpC inh det 7%.
`Cc1ccc(S(=O)(=O)NC(C)C(=O)Nc2ccc(C(N)=O)cc2)cc1` (configuration not stated) gave AmpC inh det -7%.
CCOC(=O)CSc1nnc(CNc2cccc(Cl)c2)n1-c1ccccc1 was read as AmpC inh det -1%.
`Cc1ccc(NC(=O)Cn2nnc(C(=O)Nc3ccc(C)c(C)c3)c2N)cc1` gave AmpC inh det 1%.
CCOC(=O)C(C)Sc1nc2c(c(=O)[nH]c(=O)n2C)n1CCc1ccccc1 (configuration not stated) was read as AmpC inh det 7%.
`CCOC(=O)Cc1cc(=O)n2[nH]c(C)c(-c3ccc(OC)cc3)c2n1` gave AmpC inh det -6%.
Screening O=c1oc2ccccc2c2c1ncn2-c1ccccc1 returned AmpC inh det -3%.
CS(=O)(=O)Nc1ccc(-c2n[nH]c(=S)n2-c2ccccc2)cc1 was read as AmpC inh det -4%.
COc1ccc(CNC(=O)CCCCCn2c(SCC#N)nc3cc4c(cc3c2=O)OCO4)cc1 was read as AmpC inh det -13%.
`c1ccc2sc(N3CN(CCN4CCOCC4)CN(c4nc5ccccc5s4)C3)nc2c1` gave AmpC inh det -7%.
`CC(C)N(CCNC(=O)C1CCN(S(=O)(=O)N2CCOCC2)CC1)Cc1ccccc1` gave AmpC inh det -5%.
